Assay outcomes deposited in PubChem BioAssay by several laboratories.
phage Ecoli inh: growth loss of phage-infected E. coli, primary screen, RecBCD inhibitor project, absorbance, with phage, HTS. inhibition, % at 11.9 µM. actives 0.26% (n = 360,000). AID 651602, 2012; in the data active = inhibition above about 11%
E coli growth: E. coli V3065 growth inhibition, primary screen, counter-screen for AddAB inhibitor project, absorbance, OD600; inhibition, % at 11.9 µM; actives 0.27% (n = 330,000); 18 h;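 active = inhibition above the campaign's mean inhibition across all tested compounds plus 3 SD, cut at about 9.9% in these data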;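 note: uninfected addAB+ strain grown without phage in ampicillin broth; 0% = DMSO wells and 100% = ciprofloxacin 0.95 µg/ml wells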
PvdQ inh: P. aeruginosa PvdQ acylase inhibitors, primary screen, biochemical, fluorescence, plate reader and imaging, single point; PvdQ acylase [Pseudomonas aeruginosa LESB58]; purified PvdQ acylase; inhibition, % at 10 µM; actives 0.063% (n = 340,000); in the data active = inhibition above about 30%, passing the limit was not always enough;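 note: 0% = vehicle neutral wells and 100% = reference inhibitor wells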
DAGLB inh: DAGLB lipase inhibitors, primary screen, biochemical, fluorescence, HTS. actives 0.059% (n = 340,000). inhibition, % at 5.17 µM. HEK293T DAGLB membrane lysate, EnzChek fluorogenic substrate; in the data active = inhibition above about 34%;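 note: 0% = enzyme with vehicle and 100% = wells lacking enzyme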
Target sequence (Q8NCG7 whole entry, looked up): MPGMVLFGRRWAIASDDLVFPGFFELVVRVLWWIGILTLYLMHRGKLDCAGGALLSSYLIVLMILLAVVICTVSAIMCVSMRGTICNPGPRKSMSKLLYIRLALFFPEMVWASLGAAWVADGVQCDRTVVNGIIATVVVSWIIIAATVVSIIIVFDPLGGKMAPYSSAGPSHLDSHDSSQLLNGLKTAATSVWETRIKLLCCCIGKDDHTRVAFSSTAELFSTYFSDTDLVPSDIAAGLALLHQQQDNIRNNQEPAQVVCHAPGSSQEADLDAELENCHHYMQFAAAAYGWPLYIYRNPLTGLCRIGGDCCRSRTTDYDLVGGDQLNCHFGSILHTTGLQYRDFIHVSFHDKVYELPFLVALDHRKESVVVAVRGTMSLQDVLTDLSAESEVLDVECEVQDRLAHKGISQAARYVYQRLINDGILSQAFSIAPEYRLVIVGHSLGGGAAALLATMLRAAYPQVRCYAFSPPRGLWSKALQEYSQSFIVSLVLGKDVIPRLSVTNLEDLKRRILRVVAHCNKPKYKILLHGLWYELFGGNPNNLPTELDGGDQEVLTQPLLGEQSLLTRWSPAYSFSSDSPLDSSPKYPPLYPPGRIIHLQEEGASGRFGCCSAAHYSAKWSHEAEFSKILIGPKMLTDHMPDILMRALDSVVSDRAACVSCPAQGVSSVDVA
Tat export inh: E. coli Tat export inhibitors, primary screen, MC4100, TorA-mCherry reporter, fluorescence, single point. actives 0.036% (n = 340,000). AID 488895, 2010. inhibition, % at 10 µM;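 active = mean replicate inhibition at least 50% and at least half of replicates individually reaching 50%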;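 note: exported cargo escapes ClpAP degradation while cytoplasmic cargo is degraded and loses fluorescence; 0% = median of neutral control wells and 100% = median of NaSCN control wells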
AddAB inh: growth inhibition of E. coli expressing H. pylori AddAB, primary screen, AddAB inhibitor project, absorbance | inhibition, % at 11.9 µM | actives 0.29% (n = 330,000); in the data active = inhibition above about 12%;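 note: 0% = vehicle wells of infected cells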
PfHsp90 set2: growth inhibition of PfHsp90-expressing yeast, primary screen, antimalarial PfHsp90 inhibitor project, S. cerevisiae, BacTiter-Glo luminescence, single point, set 2 | BacTiter-Glo ATP, 48 h; yeast lacking PDR1 and PDR3 efflux regulators | inhibition, % at 9.4 µM | actives 0.32% (n = 310,000) | AID 504621, 2011;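 active = every replicate shows inhibition above about 80%, whatever the replicate mean, limit read from the data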;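 note: 0% = DMSO neutral controls and 100% = 20 µM radicicol positive controls; yeast relying on Plasmodium falciparum Hsp90 in place of its own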
Rtt109 Vps75: inhibitors of C. albicans Rtt109/Vps75 HAT, primary screen, biochemical, ThioGlo CoA-SH fluorescence, plate reader; inhibition, % at 34.9 µM; purified Rtt109/Vps75, 4 h; actives 0.16% (n = 330,000); Histone acetyltransferase RTT109 (Candida albicans (strain SC5314 / ATCC MYA-2876)), …; AID 540336, 2011;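 active = inhibition of at least 50% in every replicate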
Target sequence (Q5AAJ8 whole entry, looked up): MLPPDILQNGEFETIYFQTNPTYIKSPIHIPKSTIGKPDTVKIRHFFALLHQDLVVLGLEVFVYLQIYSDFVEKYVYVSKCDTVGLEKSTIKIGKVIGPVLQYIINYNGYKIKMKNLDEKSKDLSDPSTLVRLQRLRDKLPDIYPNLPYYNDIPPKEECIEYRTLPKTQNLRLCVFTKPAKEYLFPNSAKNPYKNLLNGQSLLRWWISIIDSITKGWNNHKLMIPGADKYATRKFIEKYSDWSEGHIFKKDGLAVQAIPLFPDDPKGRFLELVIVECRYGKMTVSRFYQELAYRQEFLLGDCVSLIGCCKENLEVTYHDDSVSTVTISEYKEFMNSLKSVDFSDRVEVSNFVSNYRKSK
Wnt act: Wnt/beta-catenin pathway activators, primary screen, cell-based, plate reader, single point; Wnt/beta-catenin reporter cell assay, activator; activation, % at 9.35 µM; actives 1.2% (n = 300,000); AID 743398, 2014; in the data active = activation above about 30%, passing the limit was not always enough;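 note: 0% = neutral control wells and 100% = positive control wells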
CAL PDZ FP: CAL PDZ peptide-binding inhibitors, primary screen, biochemical, fluorescence polarization, Cer-tagged CAL PDZ, HTS; Golgi-associated PDZ and coiled-coil motif-containing protein (Homo sapiens), Q9HD26; purified CAL PDZ, TMR-peptide fluorescence polarization, 1 h; inhibition, % at 20 µM; actives 0.02% (n = 330,000);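 active = highest replicate inhibition of at least 40%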;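 note: plate controls were DMSO neutral control wells for no effect and unlabeled competitor peptide control wells for full effect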
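System: purified tagged CAL PDZ domain construct (CerCALP). Schedule: 1 h incubation at room temperature before polarization reading. Medium: 25 mM sodium phosphate pH 7.4, 150 mM NaCl, TCEP, IgG, Thesit. Read-out: percent inhibition from loss of millipolarization. Measured by: FP readout, S and P plane fluorescence. Probe or stimulus: fluorescent TMR peptide probe.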
An asterisk follows results filed as active; / = no result given. Rows are unselected (roughly 1.9% active in at least one column).

SMILES | phage Ecoli inh | E coli growth | PvdQ inh | DAGLB inh | Tat export inh | AddAB inh | PfHsp90 set2 | Rtt109 Vps75 | Wnt act | CAL PDZ FP
Cc1ccc(S(=O)(=O)N(C)/N=C/C=C/c2ccccc2)cc1 | 0.6 | 0.3 | 8 | 1 | 2 | 2.7 | 0 | 3 | / | 1.1
COc1ccc(/C=C(\C)c2nc(C)c(-c3ccccc3)c(=O)[nH]2)cc1 | 0.6 | 3.5 | 4 | 1 | 1 | -0.7 | -20 | -50 | 2 | -0.4
CS(=O)(=O)N(CC(=O)N1CCC(C(N)=O)CC1)C1CCCCC1 | 3.2 | 0.1 | -8 | 3 | 5 | 1.1 | -31 | 6 | / | -0.9
O=C1c2ccccc2NC(c2ccc(Br)o2)N1O (stereo not given) | 1.9 | 1.1 | 8 | -6 | -2 | 3.0 | 15 | 4 | 44* | -1.0
O=C(CNC(=O)c1ccc(Cl)cc1)OCC(=O)c1ccc2c(c1)OCCO2 | 3.1 | 0.6 | -8 | -2 | 4 | 0.6 | -8 | 2 | 0 | /
OCc1nc2ccccc2n1CCCCOc1ccccc1 | 1.0 | 1.4 | -17 | 5 | -8 | 0.3 | 4 | -4 | 2 | -0.8
CCCCn1c(N)c(N(CCC(C)C)C(=O)C2CC(=O)N(c3ccc(OC)cc3OC)C2)c(=O)[nH]c1=O (stereo not given) | 0.7 | -0.4 | -16 | 1 | -12 | 2.1 | 24 | / | -1 | -0.6
COc1cc(/C=N/O)cc(Br)c1OCC(=O)NCc1ccccc1 | 3.4 | -2.3 | -14 | -5 | -7 | 4.2 | -1 | 3 | / | -2.0
CC1C(=NO)C(C)C(c2ccccc2)NC1c1ccccc1 (stereo not given) | 4.8 | -3.1 | -8 | -3 | 2 | -1.0 | / | -4 | / | -1.4
O=C(COc1ncnc2cc([N+](=O)[O-])ccc12)NC(=O)NC1CCCCC1 | 2.2 | -0.8 | -8 | 4 | 15 | 3.5 | 11 | 2 | / | -1.9
CC(=O)c1cccc(N=C2C(=O)Nc3ccccc32)c1 | 2.6 | -0.1 | 3 | -1 | -6 | 3.1 | 29 | -2 | 1 | -0.4
FC(F)Oc1ccc(NC(=S)N2CCc3ccccc32)cc1 | 3.2 | 1.3 | -5 | -2 | 3 | -0.2 | -2 | 3 | 13 | -0.3
CCN(CC(=O)Nc1ccc(Cl)c(S(=O)(=O)N(C)C)c1)CC(=O)NC(C)C | 0.6 | -1.7 | -12 | 0 | -6 | -0.3 | -14 | -2 | 0 | 0.5
O=C(c1cccc(Cl)c1)C1CCCN(C(=O)c2ccoc2)C1 (stereo not given) | 0.9 | 1.3 | -14 | 1 | -1 | 1.6 | 4 | -3 | -3 | 0.0
COc1ccc(CCNC(=O)CCS(=O)(=O)c2ccc3c(c2)NC(=O)CO3)cc1OC | 1.8 | 0.4 | 2 | -1 | 6 | 2.2 | 18 | -4 | 0 | -1.4
CCOC(=O)C1CCN(CCC(=O)Nc2cccc(Cl)c2)CC1 | 0.9 | 0.1 | -18 | 0 | 6 | 0.6 | / | 0 | / | /
Cc1oc(-c2ccccc2)cc1C(=O)Nc1ccc(N(C)C)cc1 | -0.4 | -1.5 | -5 | 3 | -12 | 5.1 | -14 | -1 | / | -0.1
CC(C(=O)Nc1ccc(C(=O)O)cc1)N1C(=O)c2ccccc2C1=O (stereo not given) | 4.0 | 0.6 | -11 | 2 | -8 | 0.9 | 20 | -5 | -1 | -0.4
O=C(Nc1ccccc1F)C(=Cc1sc(N2CCOCC2)nc1-c1ccccc1)C(=O)Nc1ccccc1F | 5.8 | -0.5 | -1 | -2 | -6 | 0.0 | -14 | 2 | -6 | -2.7
Cc1cccc(NC(=O)CN2C(=O)NC(C)(c3ccc4c(c3)OCO4)C2=O)c1 (stereo not given) | 1.2 | 1.4 | -13 | -2 | -4 | 1.9 | 23 | -2 | -5 | 0.2
CCCCOc1nc2ccccc2nc1C(C#N)C(=O)NC1CCCCC1 (stereo not given) | 0.8 | -0.7 | -8 | -1 | 9 | 1.6 | -11 | -7 | / | 0.3
CC1OC(C)(C)OC1C1CNc2nc(NC(=O)C(C)(C)C)[nH]c(=O)c2N1C(=O)c1cccnc1 (stereo not given) | 1.3 | 2.1 | -3 | 3 | 4 | 3.1 | 12 | -6 | 7 | -0.2
CCN1C(=O)/C(=C\N2CCCCCC2)SC1=S | 0.3 | 0.3 | 1 | 1 | -3 | -1.9 | 9 | 5 | / | -0.2
COc1ccc(C)cc1S(=O)(=O)N1CCCCC1 | -1.2 | 0.4 | -2 | -4 | -2 | -0.7 | 4 | 1 | / | -1.7
Cc1onc(-c2ccccc2)c1C(=O)NNC(=S)NC(=O)c1ccc2c(c1)OCO2 | 0.3 | 0.1 | -17 | 2 | -4 | 2.0 | -3 | -7 | 1 | -0.3
c1ccc2c(c1)[nH]c1ccncc12 | 2.6 | 2.6 | -17 | 3 | -9 | 4.2 | 9 | -4 | -1 | 0.0
CN(C)S(=O)(=O)Oc1ccccc1C(=O)Nc1ccccc1Cl | 0.6 | -0.3 | 3 | 0 | 5 | 0.7 | 16 | 58* | 2 | -2.5
Cc1ccsc1C(=O)OCc1csc(-c2ccccc2)n1 | 4.6 | 1.4 | -8 | -9 | 10 | 2.2 | / | -7 | / | -1.1
CCc1noc(C)c1C(=O)N1CCC(CCC(=O)Nc2cccc(C)c2)CC1 | -0.1 | -0.8 | -3 | -3 | -5 | 1.5 | 19 | 9 | 8 | -2.7
Cc1ccc(-c2cc(C(F)F)n3ncc(C(=O)N4CCCc5ccccc54)c3n2)cc1 | 1.7 | -2.0 | -19 | -2 | -1 | -1.4 | 0 | -12 | -1 | /
CCCCOc1ccccc1C(=O)NCCCC(=O)O | 1.7 | 0.6 | -17 | -2 | -4 | 2.7 | 1 | -4 | 0 | -2.0
Cc1ccc(S(=O)(=O)c2c[nH]c3cc4c(cc3c2=O)OCO4)cc1 | 2.1 | 2.4 | / | / | / | 2.5 | / | / | 6 | /
CCOc1ccccc1NS(=O)(=O)c1ccc(-c2cnc(C3CC3)o2)cc1 | 2.2 | 0.6 | 1 | -2 | 6 | 3.9 | 11 | 30 | -15 | -2.3
O=C1NNC(=O)C1c1ccccc1 | 0.0 | -1.2 | -6 | -4 | -5 | 0.7 | 4 | -8 | 4 | -0.7
O=C1N=c2ccccc2=C1c1sc(NS(=O)(=O)c2ccccc2)nc1O | 2.8 | -0.2 | -5 | 12 | 0 | 0.3 | 23 | 11 | 0 | 1.1
COc1ccc(OC)c(CNC(=O)C2CCN(C(=O)N(C)C)CC2)c1 | 0.4 | -3.9 | 0 | 0 | 6 | -1.6 | -13 | -3 | -3 | -1.8
CN1CCN(NC(=O)Nc2cccc(Cl)c2Cl)CC1 | 3.9 | 0.3 | -4 | / | 2 | 3.5 | 0 | -5 | 0 | 0.8
CCC(=O)N(C)CCc1cc2c(c(OC)c1/C=N/NC(=O)c1ccccc1O)OCO2 | 2.6 | -0.3 | -15 | 2 | 1 | 1.1 | 1 | 3 | / | -0.3
C=CCn1c(SCc2nc(N)nc(N3CCCCC3)n2)nnc1-c1ccco1 | 2.2 | -2.3 | -16 | 3 | -1 | 0.2 | 6 | 5 | 3 | -1.7
O=C1CC(N2CCC(C(=O)N3CCCCC3)CC2)C(=O)N1 (stereo not given) | 1.7 | -1.6 | -1 | -2 | -8 | 4.3 | -11 | -17 | 5 | -0.4
C[C@@H]1[C@H](O)C[C@@]23COC(=O)C2=CCCC3[C@@]1(C)CCC1COC(=O)C1 (stereo not given in full) | 1.4 | -0.7 | 21 | 0 | 1 | 1.5 | 15 | -6 | 1 | -0.1
CCOc1ncccc1C(=O)OCC(=O)Nc1ncc(C(F)(F)F)cc1Cl | 1.4 | -3.1 | 2 | 1 | -8 | 2.9 | -9 | -4 | -2 | -1.2
Cc1ccc(C)c(OCC(=O)O/N=C(\N)c2ccccn2)c1 | 0.3 | -0.9 | -17 | -3 | 10 | 0.8 | 12 | 1 | 45* | /
COC(=O)c1ccccc1NC(=O)Nc1cccc(C)n1 | 4.1 | 0.8 | -9 | 2 | 2 | 0.2 | 14 | / | -4 | -2.5
COc1ccc(OC[C@@H](O)CNC(=O)c2cccc3c2C(=O)c2ccc(-c4ccc(F)cc4OCc4ccccc4)cc2S3(=O)=O)cc1 | / | -2.5 | 17 | 6 | 5 | -0.2 | -15 | 13 | / | 0.3
COc1ccccc1N1CCN(CC(=O)N(CC(C)C)c2c(N)n(CC(C)C)c(=O)[nH]c2=O)CC1 | 0.5 | 0.6 | -3 | -1 | 0 | -0.5 | 8 | -2 | -1 | 0.7
O=C(N/N=C/c1cc(Cl)ccc1O)C(=O)Nc1ccccc1OC(F)(F)C(F)F | 16* | 12* | -2 | 11 | -12 | 12 | -4 | -3 | / | 0.2
CC(C)N1CCc2c(sc(NC(=O)c3ccco3)c2C(N)=O)C1 | 0.8 | 2.9 | 7 | -2 | 1 | 5.1 | -7 | 10 | 0 | -3.0
COc1ccc(-c2cc3ccccc3s2)cc1[C@H]1[C@H]2C=CC[C@@H](C)[C@@H]2C(=O)N1Cc1ccccc1 | 1.9 | 0.5 | -12 | 0 | -5 | 3.2 | 0 | 2 | 37* | -0.2
COc1ccccc1-c1cc(-c2ccccc2)nc(SC(C(N)=O)c2ccccc2)c1C#N (stereo not given) | 1.9 | -0.5 | 5 | -1 | 0 | 1.7 | -30 | 1 | / | -3.9

Compounds shown so far containing two or more sulfur atoms (three):
SMILES | phage Ecoli inh | E coli growth | PvdQ inh | DAGLB inh | Tat export inh | AddAB inh | PfHsp90 set2 | Rtt109 Vps75 | Wnt act | CAL PDZ FP
CCN1C(=O)/C(=C\N2CCCCCC2)SC1=S | 0.3 | 0.3 | 1 | 1 | -3 | -1.9 | 9 | 5 | / | -0.2
Cc1ccsc1C(=O)OCc1csc(-c2ccccc2)n1 | 4.6 | 1.4 | -8 | -9 | 10 | 2.2 | / | -7 | / | -1.1
O=C1N=c2ccccc2=C1c1sc(NS(=O)(=O)c2ccccc2)nc1O | 2.8 | -0.2 | -5 | 12 | 0 | 0.3 | 23 | 11 | 0 | 1.1

(cont.)
SMILES | phage Ecoli inh | E coli growth | PvdQ inh | DAGLB inh | Tat export inh | AddAB inh | PfHsp90 set2 | Rtt109 Vps75 | Wnt act | CAL PDZ FP
Cc1ccc(S(=O)(=O)N2CCN(S(C)(=O)=O)C2C)cc1 (stereo not given) | 4.5 | -1.4 | -16 | 1 | 3 | -0.9 | -10 | 3 | 11 | -4.1
CCCOc1ccc(N2C(=O)CC(NCc3cccnc3)C2=O)cc1 (stereo not given) | 3.6 | 0.5 | 7 | -3 | -1 | 4.5 | 4 | 11 | -2 | 0.2
CCC(C)C(NC(=O)C1CCC(C)CC1)C(=O)Nc1ccc(OC)cc1 (stereo not given) | 1.4 | -0.3 | -14 | 0 | -4 | 1.5 | 15 | -5 | -3 | -0.7
CC1CN(C2=CC(=O)CCC2)CC(C)O1 (stereo not given) | 3.2 | 0.7 | 1 | -9 | -6 | 1.3 | -1 | 10 | 0 | -2.7
